# ROC1-CUL1 inh – blocks human RBX1-Cullin-1 di-ubiquitin formation. actives 0.6% (n = 140,000). in vitro K48 di-Ub FRET, acceptor:donor ratio, 45 min. inhibition, % at 10 µM. P62877+Q13616; in the data active = inhibition above about 25%
# Target sequence (P62877 whole entry, looked up): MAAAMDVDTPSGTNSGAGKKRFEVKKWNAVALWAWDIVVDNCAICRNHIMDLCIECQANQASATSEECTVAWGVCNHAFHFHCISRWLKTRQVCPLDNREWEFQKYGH
# Target sequence (Q13616 whole entry, looked up): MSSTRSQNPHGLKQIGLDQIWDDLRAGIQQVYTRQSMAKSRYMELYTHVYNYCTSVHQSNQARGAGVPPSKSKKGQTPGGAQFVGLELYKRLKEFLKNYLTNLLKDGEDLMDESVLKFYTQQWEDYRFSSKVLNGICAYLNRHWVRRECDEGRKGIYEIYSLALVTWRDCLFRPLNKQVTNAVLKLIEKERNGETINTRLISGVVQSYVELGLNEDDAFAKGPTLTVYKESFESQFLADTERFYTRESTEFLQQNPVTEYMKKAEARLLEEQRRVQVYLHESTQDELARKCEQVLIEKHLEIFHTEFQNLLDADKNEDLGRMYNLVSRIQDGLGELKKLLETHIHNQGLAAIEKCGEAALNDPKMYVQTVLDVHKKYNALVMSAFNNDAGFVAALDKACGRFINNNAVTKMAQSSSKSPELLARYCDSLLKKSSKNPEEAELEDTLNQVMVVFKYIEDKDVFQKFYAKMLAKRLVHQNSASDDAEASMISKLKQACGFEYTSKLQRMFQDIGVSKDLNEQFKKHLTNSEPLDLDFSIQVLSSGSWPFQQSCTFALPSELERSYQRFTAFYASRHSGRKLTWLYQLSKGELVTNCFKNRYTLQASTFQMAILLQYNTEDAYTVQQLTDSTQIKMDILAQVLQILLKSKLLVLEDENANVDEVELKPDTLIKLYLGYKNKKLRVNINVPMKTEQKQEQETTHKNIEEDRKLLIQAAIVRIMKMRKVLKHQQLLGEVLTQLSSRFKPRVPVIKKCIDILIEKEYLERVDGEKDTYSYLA
# * marks the source's active call; other numbers are inactive results.
SMILES,ROC1-CUL1 inh
CC1C(N2CCC(C(=O)NCCc3ccco3)CC2)NS(=O)(=O)C1c1ccc(F)cc1 (stereo not given),2
Cc1cc(-n2nnc3cc(C)c(C)cc32)ccn1,-3
Cc1ccc(C(C)C)c(OCC(=O)Nc2c(C(=O)c3ccccc3)oc3ccccc23)c1,-9
COc1cc2c(cc1OC)C(C#N)N(C(=O)c1ccccc1)CC2 (stereo not given),1
CCOc1ccc(N(CC(=O)Nc2cc(C)ccc2C)S(=O)(=O)C2C(=O)NC(=O)N=C2C)cc1 (stereo not given),4
COC(=O)c1cc(OC)c(OC)cc1NC(=O)C1CC1,4
O=C1NC(=O)N(c2ccccc2F)C2=NC(c3ccco3)=NC(C(F)(F)F)(C(F)(F)F)C12 (stereo not given),0
COc1ccc(NC(=O)Cn2c(=O)n(-c3ccc(C)c(C)c3)c(=O)c3c4c(sc32)CCCCC4)cc1Cl,-1
CCN(Cc1ccncc1)Cc1cn[nH]c1-c1ccc(OC)cc1F,-4
CC(=O)Nc1ccc(-c2nnc(SCc3nc4ccccc4[nH]3)n2C)cc1,-3
CCCOc1ccc(-c2cccc(NS(=O)(=O)c3cccs3)c2)nn1,1
CCOc1cc(Cl)c(S(=O)(=O)N2CCN(C)CC2)cc1Cl,10
CCOc1ccccc1NC(=S)NC(=O)c1ccc(Br)o1,5
FC(F)(F)C1(C(F)(F)F)N=C(c2ccco2)OC(N2CCCCC2)=N1,0
O=C(NCc1cccnc1Oc1cccc(C(F)(F)F)c1)c1ccncc1,-6
CC1NC2(C(=O)N(C/C=C\c3ccccc3)c3ccccc32)C2C(=O)N(Cc3ccccc3)C(=O)C12 (stereo not given),6
COc1ccc([C@@H](C)NC(=O)c2coc(COc3cccc(F)c3)n2)cc1,-9
CCOc1ccc(CNCCO)cc1Cl,-3
CCc1ccccc1NC(=O)c1ccccc1NS(C)(=O)=O,1
Cc1ccc(S(=O)(=O)Cc2c(C)noc2C)cc1,-10

# Quoted at random: two records from the list.
SMILES,ROC1-CUL1 inh
Cc1ccc(S(=O)(=O)Cc2c(C)noc2C)cc1,-10
CC(=O)Nc1ccc(-c2nnc(SCc3nc4ccccc4[nH]3)n2C)cc1,-3

# Next section
SMILES,ROC1-CUL1 inh
COc1ccc2c(C)nc(N3CCCC(C(=O)NCc4cccc(C)c4)C3)nc2c1 (stereo not given),-6
C=CCc1ccc(OCc2ccc(C(=O)Nc3sc(C(=O)N(CC)CC)c(C)c3C(=O)OC)o2)c(OC)c1,-7
Cc1ccc2c(=O)c(C(=O)c3ccc(Cl)cc3)cn(CC(=O)NC3CCCCC3)c2n1,0
O=C1N=C(N2CCCCC2)SC1=C1CCCC1,-1
CCOC(=O)c1cn(-c2ccccc2)c(C(=O)OCC)c1N,1
CCOCC(=O)Nc1ccc(I)cc1,-5
O=C(c1ccc(Cl)c(Cl)c1)c1c[nH]cc1-c1ccccc1,7
CCO[C@H]1[C@H](NC(=O)c2cccnc2)c2ccccc2C12CCN(C(=O)c1n[nH]c3ccccc13)CC2,-7
COC(=O)c1ccc(C)c(NC(=O)CSc2ccc(Cl)cc2)c1,-6
COc1ccc(C2C3=C(N=c4s/c(=C/c5ccc(C(=O)O)cc5)c(=O)n42)c2ccccc2CC3)cc1 (stereo not given),76*
O=S1(=O)NC(Cl)C2CCCCC21 (stereo not given),5
CCn1c2ccccc2c2cc(NC(=O)CCc3ccccc3)ccc21,-11
CCOC(=O)C1(CCOC)CCN(Cc2ccc(O)c(Cl)c2)CC1,-6
O=S(=O)(Nc1nccs1)c1cnc(Cl)c(Br)c1,3
O=C(CSc1ncccc1C(=O)O)c1ccc(O)c(O)c1,31*
COc1ccc2[nH]c(C)c(CCC(C)=O)c(=S)c2c1,7
COc1cccc(-c2nnc(-c3cc4ccccc4oc3=O)o2)c1,5
O[C@H]1[C@H](N2CCC(CCn3cccn3)CC2)c2ccccc2C12CCNCC2,-8
CCOC(=O)c1c(-c2ccc(C)cc2)csc1N,-12
COc1ccc(C2Nc3ccc4ccccc4c3C3=C2CC(C)(C)CC3=O)c(OC)c1 (stereo not given),5
CCCC(=O)Nc1ccc(NC(=O)C(C)C)c(OC)c1,-3
O=C(NCCCC1CCCC1)C1CCCN(C2CCN(C(=O)C3CC3)CC2)C1 (stereo not given),-4
CN(CCN1CCCCC1)Cc1cnc(S(C)(=O)=O)n1CC1CCCO1 (stereo not given),-10
Cc1nnc(SC2CCc3ccccc3N(CC(=O)OC(C)(C)C)C2=O)s1 (stereo not given),0
COc1ccc(SCC(=O)c2nc(C3CC3)cc(-c3ccc(C#N)cc3)c2Br)cc1,-7
CC12CCC(C(=O)N3CCc4ccccc4C3)(CC1=O)C2(C)C (stereo not given),-1
CC(C)Cn1c(SCc2ccccc2)nnc1-c1ccncc1,-9
CCCCNC(=O)CN1C(=O)c2c(c3ccccc3n2C)C1c1ccc(OC)cc1 (stereo not given),6
Cc1ccc(CNC(=O)C2CCC(=O)N(Cc3ccccn3)C2)s1 (stereo not given),-2
CCc1n[nH]c2c1CN(C(=O)c1[nH]c3ccc(OC)cc3c1C)CC2,-11
CCOC(=O)c1c(-c2ccc(C)cc2)csc1NC(=O)c1ccccc1Cl,5
O=C(Cn1c(-c2ccccc2)cc(=O)n2ncnc12)NNC(=O)Nc1cccc(C(F)(F)F)c1,2
Cc1cccc(Nc2ncnc3onc(-c4ccc(Cl)cc4)c23)c1C,-5
COc1cc2ccccc2cc1C(=O)Nc1ccc(N2CCN(C(=O)c3ccc(C)cc3)CC2)cc1,-7
Cc1c(Cl)cccc1-n1nc(C)c2c(C)cc(=O)n(CC(=O)NCc3ccccc3)c21,0
CC(C)[C@H]1OC(=O)[C@H](Cc2ccccc2)NC1=O,-10
CCOc1ccc(/C(C)=N/NC(=O)C(O)(c2ccc(C)cc2)c2ccc(C)cc2)cc1,3
O=C(COC(=O)c1cccnc1)Nc1cccc2ccccc12,4
Cc1ccc(S(=O)(=O)N2CCC(c3nnc(-c4cccc(C)c4)o3)CC2)cc1,-11
COc1ccc(C(=O)N(Cc2ccco2)Cc2ccc(C)o2)cc1,-4

# Marked active in ROC1-CUL1 inh, of those listed so far:
SMILES,ROC1-CUL1 inh
COc1ccc(C2C3=C(N=c4s/c(=C/c5ccc(C(=O)O)cc5)c(=O)n42)c2ccccc2CC3)cc1 (stereo not given),76*
O=C(CSc1ncccc1C(=O)O)c1ccc(O)c(O)c1,31*

# Later entries:
SMILES,ROC1-CUL1 inh
COc1ccccc1/C=C1\C(=O)NN(c2ccccc2)C1=O,-5
CC(C)(C)c1ccc(Oc2c(C(F)(F)F)oc3cc(OCC(=O)OC4CCCCC4)ccc3c2=O)cc1,1
CC(=O)N1CCCc2cc(S(=O)(=O)NCc3ccccc3Cl)ccc21,-4
C=CCNC(=O)c1ccc(OC)c(S(=O)(=O)N2CCCCC2)c1,-7
CCn1c2ccccc2c2nnc(SCC(=O)Nc3cc(C)on3)nc21,-1
O=C(NCC(F)(F)F)C1CCCN(C2CCN(C(=O)C3CC3)CC2)C1 (stereo not given),-9
CCN(CC1CCCN(CCc2cccc(OC)c2)C1)C(=O)COC (stereo not given),6
Cc1cc(Cl)ccc1NC(=O)C1CCN(S(=O)(=O)c2ccc3[nH]c(=O)ccc3c2)CC1,0
Cc1ccc(CNC(=O)CN(c2ccc(C)cc2)S(=O)(=O)c2c(C)nn(C)c2C)cc1,-1
CCC(NC(=O)c1coc(Cn2cnc3ccccc32)n1)c1ccncc1 (stereo not given),0
CCSc1nnc2c(n1)OC(c1cn(C(C)=O)nc1-c1ccccc1)N(C(C)=O)c1ccccc1-2 (stereo not given),6
Cc1cc(C(F)(F)F)nn1Cc1n[nH]c(=S)n1-c1ccc(Cl)cc1,-14
O=C(c1ccc(Cl)cc1)N1CCCCC(Sc2nc3sc4c(c3c(=O)n2-c2ccccc2)CCCC4)C1=O (stereo not given),-2
CCc1c(C(=O)N2CCN(Cc3ccc(F)cc3)CC2)csc1C,1
COc1cccc(-c2cnc(-c3ccncc3)nc2C2CCN(Cc3cn(C)c4ccccc34)CC2)c1,6
CSc1c(Br)csc1/C(=N/OS(C)(=O)=O)C(F)(F)F,5
CCCCN(C)c1ncnc2ccc(I)cc12,-1
CCOc1ccc(-n2c(SCC(=O)c3ccccc3)nc3c([nH]c4ccccc43)c2=O)cc1,-11
COC(=O)c1cccc(C(=O)N2CCOC(Cc3ccccc3)C2)c1 (stereo not given),4
COc1ccc2c(c1)sc1ncc(C(=O)NCc3cccc(Cl)c3)c(=O)n12,5
CCOc1cc(S(=O)(=O)NC2CC(C)(C)NC(C)(C)C2)ccc1Cl,11
CCC(NC(=O)CCc1nnc(-c2ccc3c(c2)OCO3)o1)c1ccc(F)cc1 (stereo not given),5
COc1ccc2nc(NC(=O)c3nc(S(=O)(=O)Cc4ccccc4F)ncc3Cl)sc2c1,3
CC(C)COC(=O)C(C)Nc1n[nH]c(=O)[nH]c1=O (stereo not given),-1
COc1ccc(C2C(C(=O)c3ccc4c(c3)CC(C)O4)C(=O)C(=O)N2Cc2cccnc2)c(OC)c1 (stereo not given),-4
CC1SC(=NC(=O)c2ccco2)NC1=O (stereo not given),5
CCC(Cn1nnc2ccccc2c1=O)NC(=O)Nc1cc(Cl)ccc1OC (stereo not given),3
COc1ccc(NC(=O)c2ccc3c(c2)nnn3C2CCCC2)cc1Cl,2
CS(=O)(=O)c1oc(-c2ccc(F)cc2)nc1S(=O)(=O)c1ccc(Cl)cc1,7
CCOc1ccc(NS(=O)(=O)c2ccc3[nH]c4c(c3c2)CCCC4)cc1,-2
CCOC(=O)C1(Cc2ccc(Cl)cc2)CCN(C(=O)c2cnc(C)cn2)CC1,13
O=C1N=c2ccccc2=C1c1sc(-c2ccccc2)nc1O,-1
CCN(CC)CCn1c2ccccc2c2c(C)cc(=O)sc21,0
Cc1cn2c(nc3c2c(=O)n(Cc2ccccc2Cl)c(=O)n3C)o1,-4
COCCn1c(CN2CCCC2)cnc1S(=O)(=O)CCC(C)C,4
O=C(c1ccc2c(c1)OCCO2)N1CCN(c2cccc(Cl)c2)CC1,12
C=CCOc1ccccc1CN1CCOc2ccc(CN3CCN(Cc4ccccn4)CC3)cc2C1,-5
CCCS(=O)(=O)c1c(S(=O)(=O)CCC)c2ccccn2c1C(=O)c1ccc(C)cc1C,2
COc1ccc(C(=O)c2sc3nc4c(c(-c5ccc(OC)cc5)c3c2N)-c2ccccc2C4=O)cc1,3
COc1ccc2c(c1)c1c(c(=O)n(-c3ccc(C)cc3)c(=O)n1CC(=O)c1ccc(Cl)cc1)n2C,0

# 3 compounds from above, arranged by SMILES length, descending:
SMILES,ROC1-CUL1 inh
COc1ccc(C(=O)c2sc3nc4c(c(-c5ccc(OC)cc5)c3c2N)-c2ccccc2C4=O)cc1,3
CCCS(=O)(=O)c1c(S(=O)(=O)CCC)c2ccccn2c1C(=O)c1ccc(C)cc1C,2
O=C(c1ccc2c(c1)OCCO2)N1CCN(c2cccc(Cl)c2)CC1,12

# Other entries
SMILES,ROC1-CUL1 inh
Cn1c(SCC#N)nc2ccccc2c1=O,4
COc1cc2c(cc1OC)CN(CC(O)COC1CCCC1C)CC2 (stereo not given),3
Cn1cc(Br)c(C(=O)N2CCCCCC2)n1,-2
O=C(Oc1ccc2c(=O)c(Oc3ccc(-c4ccccc4)cc3)coc2c1)c1cccnc1,-5
O=C(C1CCN(S(=O)(=O)c2cccc3nonc23)CC1)N1CCN(c2ccccc2)CC1,0
COC(=O)c1c(NC(=O)COc2ccc(C)cc2Br)sc2c1CCCC2,-6
Cc1nc(-c2ccc([N+](=O)[O-])cc2)c(C(=O)Nc2ccc(Cl)cc2)s1,0
Cc1cc(C)n(CCCN(C)C(=O)C2CCC(=O)N(CCN3CCOCC3)C2)n1 (stereo not given),-3
O=C1/C(=C\c2cn(Cc3ccccc3)c3ccccc23)SC(=S)N1c1cccc([N+](=O)[O-])c1,-10
Cc1ccc(-c2nc(CS(=O)CC(=O)N3CCN(c4ccc(F)cc4)CC3)c(C)o2)cc1 (stereo not given),6
CCOc1cccc2sc(N(Cc3cccnc3)C(=O)c3ccc(C#N)cc3)nc12,-5
Cc1cccc(C)c1N1CCN(S(=O)(=O)N2CCOCC2)CC1,1
O=C(NC1CC1)C1CCCN(C2CCN(C(=O)Cc3cccc(F)c3)CC2)C1 (stereo not given),6
CC1=CC2N(C(=O)c3ccccc3)OC1C1C(NC(=O)Cc3ccccc3)C(=O)N1N2C(=O)OCc1ccccc1 (stereo not given),-7
COc1ccc(Cn2ccc3nc(C)c(C(=O)Nc4ccc(F)cc4)cc3c2=O)cc1,11
CCOC(=O)c1cc2cc3c(cc2nc1COc1ccc(Cl)cc1)OCO3,-7
Cc1ccsc1C(=O)NCCN1Cc2ccccc2OC(c2ccccc2F)C1 (stereo not given),-17
Cc1cnc(SCc2ccccn2)nc1C1CCCN(CCCc2ccccc2)C1 (stereo not given),4
O=C(CCC(=O)c1ccccc1)Nc1ccccc1,2
CSc1nc(C(=O)N2CCCC(c3nc(-c4cccnc4)ncc3-c3ccccc3F)C2)cs1 (stereo not given),9
COC(=O)c1cc2occc2n1Cc1cccc(C)c1,0
COc1ccc(NC(=O)c2c(NC(=O)c3ccncc3)sc3c2CCC(C(C)(C)C)C3)cc1 (stereo not given),-8
CCc1ccccc1NC(=O)N1CCc2c([nH]c3ccccc23)C1c1ccc(C)cc1 (stereo not given),11
CC1=NC(=O)CC(c2ccccc2C(F)(F)F)C1C(=O)OCc1ccc(C)cc1 (stereo not given),12
COc1ccc(C2NC(=S)NC(O)(C(F)(F)F)C2C(=O)c2cccs2)cc1 (stereo not given),11

# Filtered by structure: the compounds so far with a nitro group on carbon.
SMILES,ROC1-CUL1 inh
Cc1nc(-c2ccc([N+](=O)[O-])cc2)c(C(=O)Nc2ccc(Cl)cc2)s1,0
O=C1/C(=C\c2cn(Cc3ccccc3)c3ccccc23)SC(=S)N1c1cccc([N+](=O)[O-])c1,-10

# This is a subset; count on the stated rates, not on these rows.
